# From PubChem BioAssay
# M1 antag: human M1 muscarinic receptor antagonists, primary screen, CHO-K1 cells, Fluo-8 calcium fluorescence, 1536-well. AID 588852, 2011. inhibition, % at 3 µM. CHO-K1 hM1, ACh EC80 antagonist. 1.3% of 360,000 active;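 active = percent inhibition above its own plate's cutoff, namely the mean of that plate's compound wells plus 3 SD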;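 note: peak over basal fluorescence ratio during 140 s after agonist addition; 0% = ACh EC80 plus DMSO and 100% = DMSO alone without agonist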
# Target sequence (P11229 whole entry, looked up): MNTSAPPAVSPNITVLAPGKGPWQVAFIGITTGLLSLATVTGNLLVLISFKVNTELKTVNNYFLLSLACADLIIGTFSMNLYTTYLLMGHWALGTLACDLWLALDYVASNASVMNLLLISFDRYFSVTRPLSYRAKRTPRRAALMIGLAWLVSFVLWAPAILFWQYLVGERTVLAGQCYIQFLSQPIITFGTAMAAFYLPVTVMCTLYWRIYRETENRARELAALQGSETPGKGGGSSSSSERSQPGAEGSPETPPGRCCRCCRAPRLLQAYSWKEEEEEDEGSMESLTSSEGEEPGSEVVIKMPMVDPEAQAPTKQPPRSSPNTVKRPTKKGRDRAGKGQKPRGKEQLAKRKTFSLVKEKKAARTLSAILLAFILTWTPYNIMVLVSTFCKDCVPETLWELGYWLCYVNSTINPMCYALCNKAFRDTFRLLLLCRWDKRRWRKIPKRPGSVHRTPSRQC
# CHRM1 agonist: human M1 muscarinic receptor agonists, primary screen, Fluo-8 calcium fluorescence, CHO-K1 cells, HTS; Muscarinic acetylcholine receptor M1 (Homo sapiens), P11229; CHO-K1 hM1, agonist mode; 0% DMSO, 100% acetylcholine EC100; activation, % at 3 µM; 0.33% of 360,000 active;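 active = activation above the run's mean compound activation plus 3 SD, cut at about 16% in these data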;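 note: peak over basal fluorescence ratio within a 140 s kinetic read after compound addition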
# M1 ag parental: counter-screen for M1 agonists: effect in parental CHO-K1 cells; activation, % at 3 µM; Fluo-8 calcium fluorescence; scaled to maximal ATP response, vehicle zero; 0.48% of 360,000 active; in the data active = activation above about 15%;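 note: untransfected CHO-K1 host cells lacking M1 receptor as counterscreen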
# CHO-K1 Ca antag: M1 antagonist counterscreen hit in parental CHO-K1 cells. inhibition, % at 3 µM. ATP-induced calcium, Fluo-8 fluorescence. 0.6% of 360,000 active;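 active = inhibition above a per-plate cutoff, the plate's mean sample inhibition plus 3 SD, cut at about 24% in these data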;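 note: 0% = DMSO plus EC80 ATP and 100% = DMSO alone without ATP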
# CHO parental Ca: ATP-evoked calcium signal inhibitors, parental CHO, primary screen, counter-screen for OX1R antagonist project, cell-based, fluorescence, Fluo-8 calcium dye | parental CHO-K1, ATP-induced calcium, Fluo-8 fluorescence | inhibition, % at 5.6 µM | 0.63% of 330,000 active | AID 463079, 2010;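 active = inhibition above that plate's mean sample inhibition plus 3 SD, cut at about 26% in these data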;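 note: 0% = ATP-challenged DMSO wells and 100% = DMSO wells without ATP; some compounds past the cut are filed as inactive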
#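 Test system: untransfected parental CHO cell line. Compound: one dose, 5.6 µM nominal. Detection: intracellular calcium via Fluo-8 no-wash fluorescent dye. Measure: % inhibition. Benchmarks: ATP-challenged DMSO wells low, unchallenged DMSO wells high.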
# OXTR potentiator: human OXTR potentiators, primary screen, fluorescence, CHO-OTR cells, Fluo-8 calcium; activation, % at 3 µM; Oxytocin receptor (Homo sapiens), P30559; 0.061% of 320,000 active; AID 2445, 2010; Fluo-8 calcium fluorescence, potentiator mode; 0% = oxytocin EC15, 100% = EC100;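 active = activation above that plate's cutoff, the mean activation of tested compounds plus 3 SD, cut at about 6.6% in these data, passing the limit was not always enough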;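 note: 100% uses oxytocin at 75 nM as the full agonist control; some results filed as inactive read as strong as hits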
#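 assay system = CHO-OTR cells, human receptor | schedule = compound 6 min at room temperature before oxytocin, 100 s read | detection = Fluo-8 intracellular calcium fluorescence, ex 470-495, em 515-575 nm | evaluation = normalized max/min fluorescence ratio, % activation | control set = EC15 oxytocin alone as 0%, 75 nM oxytocin (EC100) as 100%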
# TAAR1 antagonist: human TAAR1 antagonists, primary screen, Fluo-8 calcium fluorescence, CHO RD-HGA16 cells. Trace amine-associated receptor 1 (Homo sapiens), Q96RJ0. antagonist. inhibition, % at 3 µM. 1.5% of 360,000 active;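 active = inhibition above a per-plate cutoff, the mean inhibition of test compounds on that plate plus 3 SD, cut at about 49% in these data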;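 note: 0% = DMSO plus EC80 beta-PEA response and 100% = DMSO alone without agonist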
# Target sequence (Q96RJ0 whole entry, looked up): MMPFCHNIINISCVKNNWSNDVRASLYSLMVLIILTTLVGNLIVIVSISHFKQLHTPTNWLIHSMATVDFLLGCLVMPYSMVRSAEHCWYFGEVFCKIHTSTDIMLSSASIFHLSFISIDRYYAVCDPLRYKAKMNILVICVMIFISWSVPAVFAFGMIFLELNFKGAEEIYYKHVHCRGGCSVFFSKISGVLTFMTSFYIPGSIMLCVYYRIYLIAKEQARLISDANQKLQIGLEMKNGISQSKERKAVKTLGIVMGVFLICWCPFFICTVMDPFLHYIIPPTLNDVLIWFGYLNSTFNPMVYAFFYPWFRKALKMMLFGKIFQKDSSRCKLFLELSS
#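 test system = CHO RD-HGA16 cells bearing hTAAR1 | replication = singlicate | controls = DMSO-only wells and EC80 β-PEA-stimulated wells | reagent = EC80 β-phenethylamine stimulus | read-out basis = percent inhibition of PEA-evoked calcium signal, max/basal emission ratio | schedule = seeding 17-24 h prior, 75-min 37 °C, 30-min RT dye loading | signal = kinetic Fluo-8 calcium fluorescence measurement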
# TAAR1 ag: human TAAR1 agonists, primary screen, Fluo-8 calcium fluorescence, CHO RD-HGA16 cells; vehicle wells 0%, saturating PEA agonist 100%; activation, % at 3 µM; 0.99% of 360,000 active;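 active = activation above the mean activation of all test compounds in the run plus 3 SD, cut at about 38% in these data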
#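 Repeats: no replicates (n 1) | Material: CHO-derived RD-HGA16 cells with stable Gα16 and human TAAR1 | Technique: Kinetic Fluo-8 calcium fluorescence | Schedule: 17-24 h seeding, 75 min 37 °C dye, 30 min RT | Evaluation: % activation from peak over basal fluorescence ratio, DMSO-to-PEA scaled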
# M1 PAM parental: nonselective calcium activators in parental CHO-K1 cells, primary screen, counter-screen for M1 PAM project, cell-based, Fluo-8 calcium fluorescence, full deck, 1536-well | ATP EC20; 0% at ATP EC20, 100% at ATP max | activation, % at 3 µM | 0.02% of 360,000 active;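 active = activation above the run cutoff, the mean activation of all test compounds plus 3 SD, cut at about 40% in these data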;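 note: peak over basal fluorescence ratio in a 140 s read after ATP addition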
# * hit, by the source's call; . = no result given; & = joins results of further samples.
SMILES,M1 antag,CHRM1 agonist,M1 ag parental,CHO-K1 Ca antag,CHO parental Ca,OXTR potentiator,TAAR1 antagonist,TAAR1 ag,M1 PAM parental
Cc1ccc(S(=O)(=O)N2CCOCC2)cc1C(=O)NC1CCCCCC1,-12,-3,1.7,-6,-4,-7,-12,1,3
CCOc1ccccc1-n1c(SCC(=O)NC(C)CC)nnc1-c1ccoc1C (stereo not drawn),-25,5,2.8,2,-31,-10,7,-1,15
Cc1cnc(CNC(=O)c2ccc3oc(Cc4ccc(Cl)cc4)nc3c2)cn1,-3,-1,1.5,6,-2,-9,-16,4,14
NS(=O)(=O)c1cccc(NC(=O)COC(=O)Cc2ccc(Cl)cc2)c1,12,0,0.0,-3,8,-1,-6,4,6
CCc1ccccc1NC(=O)CSc1nnc(-c2ccco2)n1N,1,-4,0.3,0,-3,-3,4,4,3
O=C(O)COc1ccccc1C(Nc1cccnc1)c1cc(Cl)c2cccnc2c1O (stereo not drawn),-5,-6,0.2,-12,.,.,.,.,25
CN(Cc1ccc2c(c1)OCCO2)C(=O)CSc1ncnc2sccc12,-5,-1,5.6,-4,-26,-7,22,12,11
COc1ccc(OC)c(C2/C(=C(\O)c3ccc(OC)c(Cl)c3)C(=O)C(=O)N2CCN(C)C)c1 (stereo not drawn),-3,-5,0.0,-10,-12,-9,-1,6,15
O=C(Nc1ccc(OCC(=O)N2CCN(S(=O)(=O)c3ccccc3)CC2)cc1)c1ccco1,-8,-3,0.7,0,-15,-4,-1,2,2
O=C(CCNS(=O)(=O)c1ccc(F)c(Cl)c1)NCc1ccccc1F,14,-2,0.2,-1,-7,-4,13,-1,-14
Cc1cc(C)n2nc(C(=O)OCC(=O)N(CC(C)C)CC(C)C)nc2n1,10,-3,0.3,4,-14,-14,-8,1,-12
CCOC(=O)C1(C)CCCN1C(=O)c1ccc(OC)c(F)c1 (stereo not drawn),-18,-2,0.8,-7,.,.,-22,0,9
O=C(NC(=S)NNS(=O)(=O)c1ccccc1)c1ccccc1[N+](=O)[O-],-6,-5,0.2,-13,0,2,-2,0,16
O=C(NCc1cccnc1)C(C(=O)c1ccc(F)cc1)n1ccccc1=O (stereo not drawn),-9,-3,0.6,-10,4,0,-20,9,19
N/C(CCCN1CCCCC1)=N/O,3,-4,0.2,8,6,3,-3,1,7
COc1cccc(OCCn2cc(C(=O)c3ccco3)c3ccccc32)c1,19,-4,3.8,-9,26,-9,70*,8,30
Cc1ccc(C)c(NC(=S)N2CCCC2)c1,5,0,0.5,-14,6,-7,-5,0,10
O=C(NCc1ccc(Cl)s1)C1CCC(=O)N(CCc2ccccn2)C1 (stereo not drawn),7,-2,0.6,-12,-9,-11,-5,0,7
O=C(Cn1nnc2ccccc21)NC1CCCCC1,-1,-3,0.3,-5,-18,-3,-7,15,16
COCC1CCN(C(=O)c2cc(COc3ccc(OC)c4ccccc34)on2)C1 (stereo not drawn),-1,8,-0.6,8,-15,-9,-8,-2,12
CN(CC(=O)Nc1ccc(Cl)c(C(F)(F)F)c1)C(=O)c1cccs1,4,1,8.2,-15,0,-13,-8,22,7
O=C(Cn1nc(C(=O)O)c2ccccc2c1=O)Nc1ccc(Cl)c(S(=O)(=O)N2CCOCC2)c1,-9,1,0.5,-5,-2,-7,2,7,-15
COc1nccc(C(F)(F)F)c1C(=O)NC(=O)Nc1ccccc1,12,-5,1.6,-4,-12,-5,-13,9,13
N#C/C(=N\O)c1nc(-c2ccccc2)cs1,-13&-2,2&0,2.1&1.2,-6&12,4&-2,-5&-19,1&0,3&6,13&-5
COc1ccc(NC(=O)COc2ccccc2F)cc1S(=O)(=O)N1CCCCC1,-14,0,3.9,-1,-20,-10,13,6,1

# Profiles, looked up by structure:
# `Cc1ccc(S(=O)(=O)N2CCOCC2)cc1C(=O)NC1CCCCCC1` across the screens: M1 antag: -12; CHRM1 agonist: -3; M1 ag parental: 1.7; CHO-K1 Ca antag: -6; CHO parental Ca: -4; OXTR potentiator: -7; TAAR1 antagonist: -12; TAAR1 ag: 1; M1 PAM parental: 3
# `NS(=O)(=O)c1cccc(NC(=O)COC(=O)Cc2ccc(Cl)cc2)c1` across the screens: M1 antag: 12; CHRM1 agonist: 0; M1 ag parental: 0.0; CHO-K1 Ca antag: -3; CHO parental Ca: 8; OXTR potentiator: -1; TAAR1 antagonist: -6; TAAR1 ag: 4; M1 PAM parental: 6

# Other entries.
SMILES,M1 antag,CHRM1 agonist,M1 ag parental,CHO-K1 Ca antag,CHO parental Ca,OXTR potentiator,TAAR1 antagonist,TAAR1 ag,M1 PAM parental
Brc1cccc(Nc2nc(-c3cccnc3)cs2)c1,-7,-7,0.1,-4,-19,-15,34,8,8
COc1ccc(NC(=O)C(=O)NCC(=O)Nc2cccc(C(F)(F)F)c2)cc1,-9,-4,0.6,-12,3,1,5,1,1
COc1ccc(C(=O)NCC(=O)OCC(=O)NC2CCCCCC2)cc1OC,2,-6,1.1,-10,-7,-1,7,2,12
CC(C)(C(=O)N1CCC1(C)C(=O)NS(=O)(=O)c1cccc(F)c1)c1ccccc1 (stereo not drawn),1,-1,0.1,-11,.,.,-22,3,7
CC(=O)c1c(-c2ccccc2)c2ccccc2[nH]c1=O,4,-2,0.6,-12,3,-7,19,-2,8
CCOc1ccccc1Nc1nnc(SC(C)C(=O)Nc2nc(-c3ccccc3)cs2)s1 (stereo not drawn),16,15,2.9,-11,-17,-1,-25,1,32
CC(=O)c1ccc(NC(=O)COc2ccccc2C(=O)Nc2ccc(C)cn2)cc1,24,-3,1.2,8,-15,-4,34,9,-13
COc1ccc(COC(=O)Nc2c(SC)nsc2SC)cc1,-6,-6,3.6,-12,-19,-3,0,12,20
O=C(O)c1ccc(COc2ccc(Cl)cc2)o1,-2,-2,-0.2,-11,-8,-7,-5,1,1
COC(=O)c1c(C)[nH]c(C(=O)C(C)OC(=O)C2CC2C)c1C (stereo not drawn),-8,0,1.9,-9,-6,-6,-11,5,4
C=CC[C@@H](CC(=O)N[C@H](CO)Cc1ccccc1)C(=O)N[C@H](C)COC(=O)[C@@H](CC=C)CC(=O)OC(C)(C)C,-8,-2,0.0,-14,-12,-4,10,4,7
COc1ccc(S(=O)(=O)NCCSC(C)(C)C)c(Cl)c1Cl,-2,-6,4.1,-8,-20,-7,10,11,23
Cc1ccc(CN2CCN(c3ccccc3Cl)CC2)o1,-8,-4,2.6,-4,-12,5,-16,3,-3
CC(=O)Nc1cccc(C(=O)NNC(=O)c2ccc(NS(=O)(=O)c3cccs3)cc2)c1,-1,-4,0.7,-11,.,.,-9,2,25
Cc1ccccc1-c1ccc(=O)n(CC(=O)Nc2ccc(-n3cnnn3)cc2)n1,-10,-1,2.3,-17,-9,-7,21,0,15
O=C(Cn1cc([N+](=O)[O-])cn1)NCCc1nc2ccccc2[nH]1,2,-6,1.7,-14,7,-4,-18,0,13
CC12CCCCC1c1ccccc1C(=NCC(=O)O)N2 (stereo not drawn),-16,-1,0.6,-5,-7,-6,-2,3,20
COc1ccccc1CCNC(=O)C(=O)NCC1OCCN1S(=O)(=O)c1ccc(F)cc1 (stereo not drawn),-3,-3,1.0,-2,-21,-4,-18,39*,-18
CCC1=NN2C(=N)/C(=C\c3ccc(OCCOc4ccccc4OC)cc3)C(=O)N=C2S1,-2,-1,0.2,-1,-3,-12,0,0,7
O=C(NN=C1CCCC1)c1ccc(Cl)cc1,-21,-5,1.2,-11,-9,-3,-9,4,26
COc1cc(OC)cc(OCC(O)Cn2ccnc2)c1 (stereo not drawn),-8,-5,-0.1,-19,1,-4,-10,8,7
O=C(Nc1ccc(F)cc1)c1cc(S(=O)(=O)N2CCCCC2)ccc1F,2,-4,1.4,-6,-32,-1,-25,2,-4
COc1cccc2cc(C(=O)Oc3ccccc3)c(=O)oc12,-3,-3,1.2,-4,-11,-5,-8,4,11
O=C(c1ccccc1)n1ccc(-c2cccs2)n1,-9,-1,-0.2,-7,-2,-6,-38,0,5
NC(=O)CCS(=O)(=O)c1ccccc1,-2,-3,1.0,-22,5,-10,-5,6,12

# Following part:
SMILES,M1 antag,CHRM1 agonist,M1 ag parental,CHO-K1 Ca antag,CHO parental Ca,OXTR potentiator,TAAR1 antagonist,TAAR1 ag,M1 PAM parental
O=S1(=O)CC(N2CCSCC2)CN1Cc1cn(Cc2ccc(Cl)cc2)nn1 (stereo not drawn),.,.,0.4,-11,.,.,-23,6,-5
CCOC(=O)CNC(=S)N(Cc1cccs1)C1CCCCC1,-2,-8,0.2,-5,-17,-1,-3,0,-6
COc1ccc(CNC(=O)C2CCC(CNS(=O)(=O)c3ccccc3)CC2)cc1 (stereo not drawn),-15,-7,4.0,-6,-16,-5,1,12,7
O=C(NCCc1ccccc1)C1CCC(CNc2c(N3CCCCC3)c(=O)c2=O)CC1 (stereo not drawn),3,-2,0.1,0,2,-4,10,0,4
O=C(N/N=C/c1cc2c(cc1Cl)OCO2)c1ccncc1,-6,-6,0.0,-11,-7,-3,-16,11,4
O=C1c2ccccc2C(=O)C1C(=O)C1CC1,9,-4,-0.8,-10,.,.,-19,1,-8
CNC(=O)CO/N=C/c1ccc(N(C)C)cc1,-11,-4,1.7,-24,5,-12,9,4,25
O=C(Oc1ccc(C(=S)N2CCOCC2)cc1)c1ccccc1F,-13,-4,0.8,-8,-10,1,8,1,18
Cc1cc2c(cc1S(=O)(=O)CCC(=O)NC1CCCCC1C)OCC(=O)N2 (stereo not drawn),-2,-3,0.3,-6,-9,-1,1,0,8
Cc1ccc(-c2cc3ncc(C#N)c(N)n3n2)cc1,-8,-10,-0.5,-7,-4,-4,16,6,19
CCOC(=O)N1CCN(C(=O)CCN2C(=O)COc3ccc(C)cc32)CC1,-8,-2,0.0,1,0,1,5,5,2
CCCCc1ccc(-c2ccc(Br)cc2)nc1,-6,-4,0.1,6,-3,2,-11,-1,-2
CCc1nc2ccc(C(=O)Nc3cc(-c4ccccc4)ccc3OC)cn2c1N(C)C(=O)c1cccc(OC)c1,-2,-3,2.1,-2,.,.,35,-1,9
CCC1c2ccc(C)n2CCN1C(=O)Nc1ccccc1OC (stereo not drawn),-12,-5,0.1,-2,-15,-13,10,3,9
